RmlCD inh 1536 – inhibitors of Mycobacterium tuberculosis RmlC and RmlD coupled enzymes. P9WH09+P9WH11. 160,000 tested, 0.03% active. RmlC+RmlD coupled enzyme assay, percent inhibition; primary screen in compound mixtures. AID 1533. inhibition, % at 3.6 µM; in the data active means inhibition mostly above about 34%, no sharp cut-off; further: some results filed as inactive read as strong as hits
Target sequence (P9WH09 whole entry, looked up): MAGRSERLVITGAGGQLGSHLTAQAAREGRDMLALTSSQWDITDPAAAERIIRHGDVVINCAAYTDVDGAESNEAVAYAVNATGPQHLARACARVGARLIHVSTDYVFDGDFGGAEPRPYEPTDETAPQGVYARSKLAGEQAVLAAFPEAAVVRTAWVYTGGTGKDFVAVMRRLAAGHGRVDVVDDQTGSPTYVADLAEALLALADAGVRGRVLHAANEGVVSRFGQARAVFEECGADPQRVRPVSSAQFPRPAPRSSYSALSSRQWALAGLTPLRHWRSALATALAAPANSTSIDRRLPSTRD
Target sequence (P9WH11 whole entry, looked up): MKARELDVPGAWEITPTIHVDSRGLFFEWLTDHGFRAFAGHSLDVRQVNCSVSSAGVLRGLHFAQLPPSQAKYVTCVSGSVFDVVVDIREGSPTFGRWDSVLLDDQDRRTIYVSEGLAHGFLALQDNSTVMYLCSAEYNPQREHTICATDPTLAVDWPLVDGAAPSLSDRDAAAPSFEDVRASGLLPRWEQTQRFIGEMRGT
GlmU inhibition – inhibition of mycobacterial GlmU enzyme – biochemical, glucosamine-1-phosphate acetyltransferase (AID 1376). inhibition, %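 (tested at 30 µM in the primary screen)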; hits with a dose series show IC50 in µM. M. tuberculosis GlmU acetyltransferase enzyme assay; higher % means a stronger effect. 220,000 tested, 0.25% active; in the data active means inhibition above about 13%;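 further: 0% = complete reaction with vehicle and 100% = reaction without substrate; strong numbers were not always called active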
* marks the source's active call; other numbers are inactive results; / = not tested or not shown. These rows are one share of the data; rates above refer to the full screens.

SMILES	RmlCD inh 1536	GlmU inhibition
CCc1nc2sc3c(c2c(=O)n1N)CCC3	/	-3.3%
CC(C)(C)N(NC(=O)OCc1ccccc1)C(=O)c1ccccc1	0	3.0%
COc1cc(NC(=S)N2CCN(C(=O)c3ccco3)CC2)c(OC)cc1Cl	8	2.6%
CCOC(=O)COn1c(=O)c(-c2cccs2)[n+]([O-])c2ccccc21	11	2.5%
Cc1cc(C)nc(/N=C(\N)Nc2ccc(SC(F)F)cc2)n1	/	-2.2%
CS(=O)(=O)c1cnc2c(S(=O)(=O)c3ccccc3)cnn2c1N	/	4.6%
CCC1=NN(C(=O)C(=O)Nc2ccc(OC)cc2)C(O)(C(F)(F)F)C1 (stereo not given)	5	4.5%
CCOC(=O)C1=C(CC)Nc2ccccc2N=C1NC(=O)c1ccc(S(=O)(=O)N2CCOCC2)cc1	-2	-2.5%
Cc1cc(N2CCN(C)CC2)nc2ccc(NC(=S)NCc3cccs3)cc12	9	5.6%
COC(=O)c1ccccc1C(=O)c1ccc2c(c1)NC(=O)CO2	-1	1.9%
CC(OC(=O)CC1CC2CCC1C2)C(=O)Nc1ccc(N2CCOCC2)cc1 (stereo not given)	/	5.9%
CC(C)[C@H]1C(=O)O[C@H](C(C)C)C(=O)N(C)[C@@H](C(C)C)C(=O)O[C@H](C(C)C)C(=O)N(C)[C@@H](C(C)C)C(=O)O[C@H](C(C)C)C(=O)N1C	-12	2.6%

Grouped by structure, the compounds so far containing a carbonyl joined to an NH by a bond outside any ring (four)
SMILES	RmlCD inh 1536	GlmU inhibition
CC(C)(C)N(NC(=O)OCc1ccccc1)C(=O)c1ccccc1	0	3.0%
CCC1=NN(C(=O)C(=O)Nc2ccc(OC)cc2)C(O)(C(F)(F)F)C1 (stereo not given)	5	4.5%
CCOC(=O)C1=C(CC)Nc2ccccc2N=C1NC(=O)c1ccc(S(=O)(=O)N2CCOCC2)cc1	-2	-2.5%
CC(OC(=O)CC1CC2CCC1C2)C(=O)Nc1ccc(N2CCOCC2)cc1 (stereo not given)	/	5.9%

Later entries
SMILES	RmlCD inh 1536	GlmU inhibition
COc1ccccc1NC1=NC(c2ccc(Cl)cc2)N=C(N)N1 (stereo not given)	10	-4.4%
COC(=O)C(CC(C)C)Oc1ccc2c(C)cc(=O)oc2c1 (stereo not given)	-3	2.2%
O=C(N1CCOCC1)N1CCC(n2nnc3ccccc32)CC1	/	-3.6%
Cc1ccc(-c2nc3ccccc3s2)cc1NC(=S)NC(=O)/C=C/c1ccco1	11	3.2%
O=C(COc1cccc(OC(F)F)c1)Nc1ccc(SC(F)F)cc1	-4	-0.5%
CC(C)(C)n1nc2c(c1NC(=O)COc1ccc3ccccc3c1)CS(=O)(=O)C2	/	-0.1%
CCOC(=O)c1csc(NC(=O)Nc2cccc(OC)c2)n1	-6	-1.9%
CCC(=O)Nc1c2c(nn1-c1ccccc1C)CSC2	19	-0.2%
O=c1c(CN2CCN(c3ccccn3)CC2)coc2ccccc12	-4	-1.1%
O=C(O)CCN1C(=O)/C(=C/c2cn(-c3ccccc3)nc2-c2cccs2)SC1=S	-12	-4.2%
CCOC(=O)CSC1=C(C#N)C(=O)NC2(CCCCC2)S1	-5	0.3%
O=C(N/N=C/c1ccc(F)cc1)c1c(O)c2ccccc2[nH]c1=O	30	-1.2%
CCc1ccc2c(c1)C1(NN=C(c3ccccc3)S1)C(=O)N2 (stereo not given)	/	0.2%
COCCNC(=O)c1ccc(NS(=O)(=O)c2cc(C)ccc2C)cc1	2	-2.5%
CC(C(=O)Nc1ccccc1Cl)N(c1ccccc1)S(C)(=O)=O (stereo not given)	-3	1.8%
Cc1cc(C)n2nc(SCCOc3ccccc3F)nc2n1	-11	-3.6%
Cc1nnc(SCC(=O)NC23CC4CC(CC(C4)C2)C3)s1	-9	-4.6%
Cc1cc(C)c(S(C)(=O)=O)c(=O)[nH]1	/	1.4%
CC(=O)Nc1cc(C(=O)N(C)Cc2ccco2)ccc1Sc1ccc(Cl)cc1	/	0.3%
CC(C)CNc1c(N)n(CC(C)C)c(=O)[nH]c1=O	-6	1.5%
C/C(CCc1ccc2c(c1)OCO2)=N\N=C1\NC(=O)CC(C(=O)Nc2ccccc2)S1 (stereo not given)	/	3.5%
CCn1c(=N)n(CC(=O)c2ccco2)c2ccccc21	6	3.3%
COc1ccc(C2/C=C\CN(C(=O)NC34CC5CC(CC(C5)C3)C4)CC(=O)N2Cc2ccc(F)cc2)cc1 (stereo not given)	/	1.1%
O/N=C/c1ccc(-c2ccccc2OC(F)(F)F)o1	/	-2.4%
CCCCC1=NN2C(=N)CC(=O)N=C2S1	10	5.9%
CCn1c(COc2ccc(C)cc2)nnc1SCC(=O)NNC(=O)c1ccc(OC)cc1	/	-4.7%
Cc1c(C#N)c2ccccc2n1CC(=O)NC(C)c1ccccc1 (stereo not given)	/	2.3%
COc1ccc(-c2[nH]ncc2CN2CCN(c3ccc(F)cc3)CC2)cc1	/	2.8%
COCCNC(=O)c1ccc(C)c(S(=O)(=O)Nc2ccc(C)cc2)c1	/	2.5%
O=C1CCC(C(=O)N(Cc2ccco2)C2(C(=O)NC3CCCC3)CCCCC2)N1 (stereo not given)	/	-1.2%
COc1cccc(C2=CC(=O)CC(C)(C)C2)n1	/	2.4%
O=C(NC1CCCc2ccccc21)C1CCN(S(=O)(=O)c2cccc3nsnc23)CC1 (stereo not given)	6	/
Cc1nc(SCC(=O)NCc2ccc(F)cc2)c2c(=O)n(C)c(=O)n(C)c2n1	7	0.4%
COc1cc2c(C(=O)N3CCN(C)CC3)c(C)oc2cc1Br	/	3.0%
Cc1nn(-c2ccccc2)c2c1C(O)n1c(nc3ccccc31)S2 (stereo not given)	4	-1.2%
CC(C)C(=O)Nc1ccc(C(=O)N2CCN(C(=O)c3ccco3)CC2)cc1	-3	-1.5%
Fc1ccccc1/C=N/Nc1nc(-c2ccccn2)nc2ccccc12	/	0.4%
Clc1cccc(CSc2nnc(-c3sccc3-n3cccc3)o2)c1	1	-4.9%
COC(=O)C1=C(C)N=C2SCCC(=O)N2C1c1ccc(C(=O)OC)cc1 (stereo not given)	/	-0.5%
O=C(CSc1nc2cccnc2n1Cc1ccccc1)NC1CCCCC1	/	-2.3%
COC(=O)[C@@]1(Cc2ccc(F)cc2)[C@H]2c3cc(C(=O)N(C)C)n(Cc4ccc(OC)c(OC)c4)c3C[C@H]2CN1C(=O)c1ccccc1	/	2.8%
CC(NC(=O)c1ccccc1)C(c1cccs1)N1CCOCC1 (stereo not given)	3	3.9%
S=C(NCCSCc1ccc(Cl)cc1Cl)Nc1ccccc1	-6	-2.0%
CCOc1ccc2ccccc2c1/C=N/NC(=O)CNC(=O)Cc1ccccc1	-11	1.2%
CCN(CC)c1ccc(/C=N/NC(=O)c2ccc3nc[nH]c3c2)cc1	-8	4.1%
Cc1ccccc1-c1nnn(CC(=O)Nc2ccc3c(c2)OCCO3)n1	83	1.5%
COc1ccc2c(c1OC)C(=O)OC2Nc1nc(-c2ccc(-c3ccccc3)cc2)cs1 (stereo not given)	-9	2.8%
COc1cc(OC)c(NC(=O)CCc2ccccc2)cc1Cl	/	-3.5%
COC(=O)c1c(C)[nH]c(C(=O)COC(=O)Cc2ccc3c(c2)OCCO3)c1C	/	-0.1%
CCOC(=O)N1CCN(C(=O)c2cn(C)c3ccc(S(=O)(=O)N4CCC(C)CC4)cc3c2=O)CC1	5	-2.2%
COc1ccc(C2C(C(N)=O)=C(C)Nc3nc(-c4ccccc4Cl)nn32)c(OC)c1 (stereo not given)	-5	3.9%
CC(/C=C/c1ccccc1)=N/NC(=O)c1cc([N+](=O)[O-])cc([N+](=O)[O-])c1	/	3.3%
O=C(NCC1OCCc2ccccc21)c1ccc(NC(=O)c2ccc(Cl)cc2)cc1 (stereo not given)	4	-1.1%
OC1/C(=C/c2ccccc2C(F)(F)F)N2CCC1CC2 (stereo not given)	-9	1.7%
CCCc1ccc(Oc2cc(C)nc(N3CCOCC3)n2)cc1	/	0.2%
Cc1cc(NC(=O)COn2nnc3ccc(Cl)cc32)no1	6	-3.6%
COC(=O)COc1ccc(S(=O)(=O)Nc2ccccc2C(=O)OC)cc1	-8	1.2%
Cc1c(C#N)sc(C(N)=O)c1C	7	-1.4%
COc1ccc(-c2nnc(SCC(=O)/C(C#N)=C(\C)N)o2)cc1	-6	4.5%
COCCNC(=O)C(C)OC(=O)c1cc2occc2n1C (stereo not given)	-6	0.6%

Next section:
SMILES	RmlCD inh 1536	GlmU inhibition
COc1cccc(-c2nnc(SCC(=O)Nc3cc(C)ccc3OC)n2N)c1	-36	-0.7%
COc1cccc(-n2nnnc2SCC(=O)c2cc(OC)ccc2OC)c1	21	4.3%
O=C(Nc1ccc2c(c1)OCO2)N1CCN(S(=O)(=O)c2ccc(Cl)cc2)CC1	4	-5.8%
COc1ccc2c(c1)C13CCCC[C@@H]1C(C2)N(C)CC3 (stereo not given in full)	/	0.0%
Clc1ccccc1CN1CCC(Cc2ccccc2)CC1	-4	-2.6%
CC(=O)C1=C(O)CC(c2ccccc2)CC1=NCCc1c(C)[nH]c2ccccc12 (stereo not given)	/	-2.7%
Cc1sc(NC(=O)c2ccco2)nc1-c1ccccc1	-8	3.5%
CC(=O)CSc1ncnc2scc(-c3ccc(F)cc3)c12	-4	-2.9%
CCN1C(=O)C2(C(C#N)=C(N)Oc3n[nH]c(COC)c32)c2ccccc21 (stereo not given)	/	-3.6%
Cc1nc(N2CCC(C)CC2)c2oc3ccccc3c2n1	8	-3.5%
CCOc1ccccc1NC(=O)COC(=O)C(CC)c1ccccc1 (stereo not given)	-9	-1.1%
Cc1cccc(NC(=S)NCCc2ccc(F)cc2)c1C	-9	-1.9%
Cc1nn(Cc2c(F)c(F)c(F)c(F)c2F)c(C)c1NC(=O)c1ccc(COc2ccccc2Cl)cc1	/	-3.1%
CC1(C)[C@@H](O)CC[C@]2(C)[C@H]3C(=O)C=C4[C@@H]5C[C@@](C)(C(=O)O)CC[C@]5(C)CC[C@@]4(C)[C@]3(C)CC[C@@H]12	/	-2.6%
COc1ccccc1-c1cn(C(C)(C)C)nc1C	5	1.9%
O=C(COc1cccc2ccccc12)NNC(=O)Nc1ccccc1	1	-5.9%
CCCCNc1c(NC(C)=O)c(=O)oc2ccccc12	/	1.3%
CC(C)(C)c1ccc(OCC(=O)NNC(=O)Cc2cccs2)cc1	-11	/
CCc1c(C(=O)NNC(=S)NCC2CCCO2)csc1C (stereo not given)	7	3.8%
O=[N+]([O-])/C(Cl)=C1\NCCN1Cc1ccc(Cl)nc1	-8	1.1%
Cc1ccc(NC(=O)N2CCC(C(=O)NCc3ccccc3)CC2)cc1	-7	/
CN(C)c1ncc(CN2CCC(CO)(CCCc3ccccc3)CC2)s1	0	-3.0%
O=C(CCN1CCCC1)Nc1ccccc1	1	-2.0%
C=CCn1c(=O)c2ccccc2n2c(SCC(=O)NCc3cccs3)nnc12	-6	6.5%

Reprinted from the part before: 7 compounds; new compounds follow.
SMILES	RmlCD inh 1536	GlmU inhibition
CC(C)(C)c1ccc(OCC(=O)NNC(=O)Cc2cccs2)cc1	-11	/
CCc1c(C(=O)NNC(=S)NCC2CCCO2)csc1C (stereo not given)	7	3.8%
O=[N+]([O-])/C(Cl)=C1\NCCN1Cc1ccc(Cl)nc1	-8	1.1%
Cc1ccc(NC(=O)N2CCC(C(=O)NCc3ccccc3)CC2)cc1	-7	/
CN(C)c1ncc(CN2CCC(CO)(CCCc3ccccc3)CC2)s1	0	-3.0%
O=C(CCN1CCCC1)Nc1ccccc1	1	-2.0%
C=CCn1c(=O)c2ccccc2n2c(SCC(=O)NCc3cccs3)nnc12	-6	6.5%
O=C(COc1ncnc2cc(Cl)ccc12)c1ccc2c(c1)OCCO2	9	2.4%
COC(=O)c1cn(Cc2c(C)cc(C)cc2C)nn1	/	11%
COc1ccc2o/c(=N\O)c(C(=O)Nc3ccc(C)cc3)cc2c1	7	-5.7%
N#Cc1c2n(c(=S)n(-c3ccccc3)c1=O)CCCCC2	60	6.1%
O=C(O)C1C2C=CC(C2)C1C(=O)Nc1ccc(C(=O)N2CCCCC2)c(Cl)c1 (stereo not given)	/	-0.1%
COc1ccc(C(=O)NCc2cn3c(C)csc3n2)cc1OC	-4	3.9%
COc1ccc(-c2csc(C)n2)cc1	/	-2.3%
CC(C)(C)C(=O)NC1CCSC1=O (stereo not given)	6	-0.1%
O=C(CCc1nnc(CCC2CCCCC2)o1)NCCc1ccccn1	-9	-0.9%
Cc1ccc(C(=O)N2C3C=CC(C3)C2(C(F)(F)F)C(F)(F)F)cc1 (stereo not given)	/	-1.4%
COc1ccccc1N/C=C/C(=C(C#N)C#N)N(C)C	-4	-4.0%
O=C(NCCN1CCOCC1)c1ccccc1[N+](=O)[O-]	-9	0.6%

Nothing new here: entries from further up.
SMILES	RmlCD inh 1536	GlmU inhibition
O=C(COc1ncnc2cc(Cl)ccc12)c1ccc2c(c1)OCCO2	9	2.4%
COC(=O)c1cn(Cc2c(C)cc(C)cc2C)nn1	/	11%

Remaining list, next part
SMILES	RmlCD inh 1536	GlmU inhibition
O=C(O)CCCNc1ccc([N+](=O)[O-])c(NCCCC(=O)O)n1	-8	0.3%
CC1=NN(C(N)=S)C(=O)C1N=Nc1ccc(C)cc1C (stereo not given)	38	/
Cc1ccc(OCCNC(=O)/C=C/c2ccco2)cc1C	/	-6.9%
Cc1cccc(Cc2nnc(CCC(=O)N3CCCCC3c3nccs3)o2)c1 (stereo not given)	-13	1.0%
Cc1cc(=O)[nH]c(NN=C2CCC(C(C)(C)C)CC2)n1 (stereo not given)	7	6.2%
Cn1cc(S(=O)(=O)CC(=O)Nc2ccc(Br)cc2)c2ccccc21	-4	-0.6%
